Assay outcomes as filed in PubChem.
CCT chaperon mod: cytosolic chaperonin activity modulation; purified chaperonin ATPase assay, HTRF ADP detection, 30 min; activity change, % (test concentration not listed), hits read low; actives 0.3% (n = 360,000); AID 651819; in the data active = activity change below about -30%; also: % is scaled to controls: 0 for no effect and ±100 for the full control effect
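Enzyme 40 or 20 nM (batch-dependent) in Tris pH 7.4/KCl/MgCl2/DTT; cpd 76 uM single point; ATP 10 uM; 30 min 37 °C; Transcreener ADP HTRF detection, 30 min RT; ratio 665/615.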
A549 tox: kills or reduces viability of A549 cells in Nrf2 counter-screen; A549 ARE-Fluc cells, CellTiter-Fluor viability, 18-24 h; Potency, µM (series often up to 46 µM), inactives show at the top dose activity change, negative = cytotoxicity, hits mostly inhibitors; actives 0.16% (n = 390,000); AID 504648; also: potency is read from the fitted curve at half-maximal effect; % is scaled to controls: 0 for no effect and ±100 for the full control effect
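A549 ARE-Fluc cells in 5% FBS OPTI-MEM, 5000 cells/well, rested 2 h then exposed to compounds in concentration-response for 18-24 h at 37 °C. Viability by CellTiter-Fluor fluorescence (Ex 405/Em 525) after 30 min; luciferase luminescence (BugLite, 15 min, RT) read afterwards.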
Nrf2 inh: inhibitors of Nrf2 signaling | A549 ARE-Fluc reporter, luciferase luminescence, 18-24 h | Potency, µM (series often up to 46 µM), for inactives: top-dose activity change, negative = inhibition, most hits filed as inhibitors | actives 2.1% (n = 360,000) | AID 504444; also: potency is read from the fitted curve at half-maximal effect; % is scaled to controls: 0 for no effect and ±100 for the full control effect; nearly all actives have a fitted effect of over 60% in size
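A549 ARE_Fluc cells, 5000/well, 5% FBS OPTI-MEM; compounds in dose-response, 18-24 h at 37 °C/5% CO2; CellTiter-Fluor viability read (Ex 405/Em 525), then BugLite luciferase luminescence = Nrf2 activity.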
Abeta rescue: restores growth of yeast expressing A-beta42 peptide | yeast expressing A-beta42, growth rescue, OD600, 48 h; response scale: 0% DMSO, 100% iron-clioquinol control | Potency, µM (titrated, usually from 46.1 µM), inactives show top-dose growth rescue, actives largely listed as activators | actives 0.063% (n = 410,000) | AID 1347071; also: potency is read from the fitted curve at half-maximal effect; nearly all actives have a fitted effect of over 55% in size
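Yeast A-beta toxicity model in growth medium with pinned compounds, 48 h at 30 C; growth read as absorbance at 600 nm. Normalized to FeCl3/clioquinol equimolar mix (positive) and DMSO (negative).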
Nrf2 activator: activates Nrf2 signaling; AREc32 ARE-luciferase reporter (MCF7-derived line), luminescence, 24 h; Potency, µM (series often up to 46.1 µM), for the others: top-dose activation, most hits filed as activators; actives 0.31% (n = 410,000); AID 624171; also: potency is read from the fitted curve at half-maximal effect; % of control where 0% means no effect; nearly all actives have a fitted effect of over 65% in size
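Luciferase luminescence (Steady-Glo, 30 min at room temperature) served as the read-out of ARE activation in AREc32 cells treated with compounds for 24 hr at 37 deg C.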
TGFb inhibitor: inhibitors of TGF-b signaling; HepG2 CAGA-GFP TGF-b/SMAD3 reporter, GFP fluorescence, 18 h; TGF-beta stimulated, 500 pg/mL final; Potency, µM (series often up to 46.1 µM), without a hit: top-dose activity, negative = inhibition, usual class: inhibitors; actives 1.2% (n = 410,000); AID 588855; also: potency is read from the fitted curve at half-maximal effect; % is scaled to controls: 0 for no effect and ±100 for the full control effect; nearly all actives have a fitted effect of over 65% in size
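GFP signal (ex488/em500-530) from TGF-beta-stimulated HEPG2 CAGA-GFP cells, 500 pg/mL final, 18 h at 37 degrees C in DMEM plus 1% FBS, normalized to unstimulated and DMSO-stimulated controls.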
HepG2 viability: HepG2 cytotoxicity, counter-screen for TGF-b inhibitors; HepG2 CAGA-GFP viability, ATP luminescence, 18 h; Potency, µM (doses to about 46.1 µM), without a hit: at the highest dose activity change, negative = cytotoxicity, usual class: cytotoxic; actives 0.76% (n = 410,000); also: potency is read from the fitted curve at half-maximal effect; some results filed as inactive show a strong effect at the top dose
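HepG2 CAGA-GFP cells (1000/well, DMEM with 1% FBS) received compound, then TGF-beta at 500 pg/mL final, and were incubated 18 hours at 37 degrees C. Viability was read by CellTiter-Glo luminescence. Media-only wells were set as complete cell-killing and DMSO as no toxicity.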
Mm-Cpn inhibitor: inhibitors of Methanococcus maripaludis chaperonin (MmCpn); purified Mm-Cpn ATPase, ADP Transcreener TR-FRET; Potency, µM (doses to about 76.9 µM), inactives show top-dose activity, negative = inhibition, usual class: inhibitors; actives 0.031% (n = 330,000); AID 504842; also: potency is read from the fitted curve at half-maximal effect; % is scaled to controls: 0 for no effect and ±100 for the full control effect; nearly all actives have a fitted effect of over 80% in size
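Purified archaeal chaperonin (25 nM final) was preincubated with compound for 10 min at 37°C, then ATP (10 uM final) was added for 30 min at 37°C in Tris pH 7.4/KCl/MgCl2/DTT buffer. ADP was quantified by HTRF Transcreener TR-FRET.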
Akt phos inh: blocks phosphorylation of Akt; Neuro2A IGF-stimulated pAkt S473 HTRF, 20 min; stronger effect = lower value; activity change, % for hits at 50 µM; actives 0.32% (n = 360,000); AID 651550; in the data active = activity change below about -80%; inconclusive = mostly about -51% to -80%; also: % is scaled to controls: 0 for no effect and ±100 for the full control effect
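Neuro2A cells in DMEM with 0.5% FBS, overnight at 37 deg C, given compound at single 50 µM final, then IGF (6 nM final) for 20 min at 37 deg C. Lysed; phospho-Akt Ser473 by HTRF after 24 h, 665/615 ratio.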
Starred values were filed as active, the others as inactive; i = inactive; u = inconclusive; x = no result given; [ ] = dose if it differs, or a comment. Unless noted, calls follow the shape of the dose curve; as a rule, active = well fitted curve in the direction sought with a large enough effect; inconclusive = small, poorly fitted or top-dose-only effect, or another doubt; inactive = no such curve, though single readings can be large; an effect the other way counts as inactive or inconclusive.

no.	SMILES	CCT chaperon mod	A549 tox	Nrf2 inh	Abeta rescue	Nrf2 activator
1	CCC(=O)n1nc(-c2ccco2)nc1SCc1ccccc1	0.2	-4.8%	2.6%	-8.7%	0.4%
2	CCCNc1ncnc2c1c(-c1ccccc1)cn2-c1ccccc1	x	3.2%	x	-35.2%[inhibitor]	5.4%
3	CN(Cc1nc(Cc2cccc(F)c2)no1)CC1COCCO1 (stereo not given)	2.1	0.0%	3.1%	-4.9%	-0.2%
4	Cc1cc2nc(C3CCCCC3)c(Cc3ccsc3)n2c(C)c1Br	0.6	x	x	26.0%	6.1%
5	Cn1c(C(=O)N2CCN(Cc3ccc4c(c3)OCO4)CC2)cc2c(=O)n(C)c3ccccc3c21	0.1	-12.3%	11.4%	11.0%	2.4%
6	CC(NC(=O)NCCCn1ccnc1)(C(F)(F)F)C(F)(F)F	-2.8	3.9%	-14.5%	2.2%	-0.4%
7	CC(C)(C)n1nnnc1CN1CCN(C2CCCC2)CC1	0.5	2.8%	x	15.6%[9.22 µM]	0.0%
8	Cc1ccc(C(=O)Nc2cc(=O)n(C)c(=O)n2C)cc1C	1.3	-6.3%	-6.8%	7.4%	-0.7%
9	O=C(N/N=C1\CCc2ccccc21)c1ccc(O)cc1	-9.0	1.9%	u	3.8%	-0.7%
10	Cc1cn(C)c(CC(=O)Nc2ccc(F)cc2Cl)c1C(=O)O	x	-3.5%	x	-4.1%	-0.5%
11	CC(C(=O)Nc1ccccc1)c1ccc(-c2ccccc2)c(F)c1 (stereo not given)	-0.3	-29.9%	10.3µM*	-0.5%	-0.1%
12	O=C(Nc1ccnn1C1CCN(Cc2ccccc2F)CC1)C1CCCC1	3.0	0.5%	-3.1%	-4.2%	-0.8%

no.	TGFb inhibitor	HepG2 viability	Mm-Cpn inhibitor	Akt phos inh
1	30.6%	-4.4%	1.1%	i
2	u	-24.8%	x	x
3	-5.7%	-7.7%	-2.6%	i
4	x	x	x	i
5	-7.1%	-27.8%	-1.8%	i
6	-5.1%	-8.8%	-0.4%	i
7	-0.5%	-0.3%	0.4%	-102.6%*
8	-27.4%	-3.7%	0.1%	i
9	-2.2%	-36.5%	1.4%	i
10	-11.7%	-5.3%	x	x
11	u	-8.3%	0.7%	i
12	-24.1%	-17.1%	1.5%	i

Further compounds follow.
no.	SMILES	CCT chaperon mod	A549 tox	Nrf2 inh	Abeta rescue	Nrf2 activator
13	O=C(Nc1ccc2c(c1)N(C1CCCC1)C(=O)c1ccccc1S2)c1ccccc1F	x	-11.6%	x	-13.5%	5.0%
14	Cn1c(Cl)c(/C=N/OC(=O)C(C)(C)C)c2ccccc21	0.0	7.4%	-1.8%	8.7%	3.8%
15	O=C(c1cccs1)N1CCCC(N2CCN(c3ccc(F)cc3)CC2)C1 (stereo not given)	-1.4	-0.2%	-16.0%	4.5%	0.7%
16	CCOc1ccc(NC(=O)Nc2nc3ccc(S(C)(=O)=O)cc3s2)cc1	0.1	-4.5%	-15.0%	-0.2%	2.1%
17	O=C(NCc1ccccc1)c1ccc(NC(=O)C2CCCC2)cc1	-3.5	-0.9%	-19.1%	-0.3%	-1.3%
18	CCc1ccccc1Nc1nc(N)nc(COC(=O)C2CCN(C(=O)c3ccc(F)cc3)CC2)n1	1.5	3.8%	-9.5%	-7.2%	0.7%
19	Cc1ccc(N2C(=O)N(CC(=O)N3CCCc4ccccc43)C(=O)C2C)cc1 (stereo not given)	-1.5	-1.2%	x	5.1%	0.0%
20	CC(C)NC(=O)C1CCN(C2CCN(C(=O)C3=CCCC3)CC2)CC1	0.2	0.0%	0.0%	-3.7%	0.3%
21	COC(=O)Nc1sc2c(c1C(=O)NCc1ccco1)CCCC2	-1.6	2.5%[1.84 µM]	2.1%	-0.7%	18.6%
22	Cc1ccc(S(=O)(=O)N(C)CC(=O)N2CCN(Cc3ccc4c(c3)OCO4)CC2)cc1	-2.0	0.2%	u	-3.1%	0.3%
23	Nc1ccc(Cc2ccc([N+](=O)[O-])cc2)cc1	-2.2	-1.7%	1.4%	6.7%	0.2%
24	O=S(Cc1ccc(Cl)cc1)CC(O)(c1ccccc1)c1ccccc1 (stereo not given)	0.7	-10.4%	-12.8%	4.7%	0.1%

no.	TGFb inhibitor	HepG2 viability	Mm-Cpn inhibitor	Akt phos inh
13	2.9%	-9.3%	x	x
14	-0.2%	-4.9%	-0.7%	i
15	u	-44.4%	3.1%	i
16	u	-4.4%	-3.0%	i
17	2.0%	-12.5%	x	i
18	4.9%	3.0%	-0.4%	i
19	-5.0%	-1.4%	0.1%	i
20	-2.8%	-6.2%	0.7%	i
21	12.7%	2.4%	4.9%	i
22	-21.0%	-21.3%	-1.4%	i
23	0.7%	-3.7%	x	i
24	-10.2%	-16.1%	-0.6%	x

Later entries:
no.	SMILES	CCT chaperon mod	A549 tox	Nrf2 inh	Abeta rescue	Nrf2 activator
25	Cn1c(=O)oc2cc(S(=O)(=O)N3CCCC(C(=O)N4CCN(c5ccccc5F)CC4)C3)ccc21 (stereo not given)	x	-2.3%	u	-6.4%	-0.3%
26	Cc1ccc(NC(=S)N(C)C)cc1C	-0.6	-6.6%	-5.2%	4.1%	0.1%
27	O=C(CCN1C(=O)c2ccccc2C1=O)Nc1ccc(F)cc1	-1.6	-1.3%	-21.8%	1.4%	-0.6%
28	O=C(CC(O)(CC(=O)OCc1ccccc1)C(=O)OCc1ccccc1)OCc1ccccc1	1.2	2.9%	12.8%	-10.3%	0.9%
29	CCCOc1cccc(C(=O)Nc2cccc3ncccc23)c1	1.6	2.6%	u	5.8%	0.0%
30	O=[N+]([O-])c1ccc(Cl)c(/C=N/NC(=S)Nc2ccccc2)c1	-3.1	7.6%	x	0.5%	21.1%
31	Cn1c(=O)c(C(=O)NCCc2ccc(Cl)cc2)c(O)c2ccccc21	1.4	0.0%	u	7.5%	0.2%
32	O=C1CCC2c3[nH]c4ccccc4c3CCN12 (stereo not given)	-3.4	x	x	-0.7%	11.2%
33	O=C(Nc1nnc(COc2ccc(Cl)cc2)s1)C1CCCO1 (stereo not given)	-0.4	-1.7%	-14.9%	1.3%	3.6%
34	CC(=O)c1cn(-c2ccc(Cl)cc2)c(=O)[nH]c1=O	-1.7	5.6%	u	1.2%	4.2%
35	COc1ccc(CN2CCC(C(=O)c3ccc(Cl)cc3)CC2)cc1	-0.1	-3.7%	-21.9%	-10.5%	0.9%
36	CN(C)c1ccnc(NCc2ccccc2)c1C#N	1.7	20.8%	u	-5.4%	5.0%

no.	TGFb inhibitor	HepG2 viability	Mm-Cpn inhibitor	Akt phos inh
25	-8.8%	-14.6%	x	x
26	13.6%	-5.6%	1.7%	i
27	11.0%	2.6%	-1.5%	i
28	u	-10.0%	x	i
29	-7.2%	-0.2%	-3.7%	i
30	-16.7%	-14.3%	1.6%	i
31	2.7%	-3.3%	0.2%	i
32	-0.6%	-18.5%	x	i
33	16.3%	2.8%	-1.3%	i
34	0.9%	0.1%	1.3%	i
35	0.4%	-22.0%	0.2%	i
36	6.9%	2.7%	-5.9%	i

Entries 34 to 36, quoted:
no.	SMILES	CCT chaperon mod	A549 tox	Nrf2 inh	Abeta rescue	Nrf2 activator
34	CC(=O)c1cn(-c2ccc(Cl)cc2)c(=O)[nH]c1=O	-1.7	5.6%	u	1.2%	4.2%
35	COc1ccc(CN2CCC(C(=O)c3ccc(Cl)cc3)CC2)cc1	-0.1	-3.7%	-21.9%	-10.5%	0.9%
36	CN(C)c1ccnc(NCc2ccccc2)c1C#N	1.7	20.8%	u	-5.4%	5.0%

no.	TGFb inhibitor	HepG2 viability	Mm-Cpn inhibitor	Akt phos inh
34	0.9%	0.1%	1.3%	i
35	0.4%	-22.0%	0.2%	i
36	6.9%	2.7%	-5.9%	i

The listing continues:
no.	SMILES	CCT chaperon mod	A549 tox	Nrf2 inh	Abeta rescue	Nrf2 activator
37	O=C(CN1CCCCCCC1)N/N=C/c1ccc(F)c(F)c1	1.6	1.6%	1.4%	-8.4%	0.2%
38	CCOC(=O)c1ccc(NC(=O)Cn2nnc(-c3ccc(C)cc3)n2)cc1	-0.7	-4.5%	-5.3%	7.8%	0.4%
39	Cc1oc(-c2ccc(Cl)cc2)nc1CN1CCCC(C(=O)NCCCN2CCOCC2)C1 (stereo not given)	0.6	-18.4%	-26.3%	0.0%	5.0%
40	O=C(c1ccccc1)N1N=C(c2ccccc2O)CC1c1ccccc1 (stereo not given)	-5.4	-1.4%	-0.7%	-5.7%	2.7%
41	CSc1nc(SCCN(C)C)c2c3c(sc2n1)COC(C)(C)C3	-3.0	5.1%	-0.1%	-17.7%	4.8%
42	CC(=O)c1cccc(NC(=O)NNC(=O)c2ccc(-c3ccccc3)cc2)c1	-2.4	0.7%	16.5%	-21.1%	-0.9%

no.	TGFb inhibitor	HepG2 viability	Mm-Cpn inhibitor	Akt phos inh
37	1.7%	0.5%	-0.5%	i
38	11.3%	2.2%	0.4%	i
39	u	-20.4%	-2.1%	i
40	u	-32.9%	0.1%	i
41	-11.8%	-22.5%	0.2%	i
42	-0.7%	-37.1%	-4.4%	i
